Screens deposited in PubChem by several laboratories.
VCAM1 TNFa inh: reduces TNF alpha induced VCAM1 expression in HUVEC. HUVEC TNFa-induced VCAM-1 immunofluorescence, high-content imaging. 95,000 tested, 0.48% active. inhibition, % at 2 µM;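 active means inhibition above the batch mean plus 3 SD, with images confirmed as a hit by eye, cut at about 37% in these data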;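 further: 0% = TNF-stimulated DMSO wells and 100% = unstimulated control wells; not every result past the cut was called active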
MT1-MMP txn act: activates MT1-MMP transcription; AID 750; activation factor at 10 µM; HT1080 MT1-MMP promoter luciferase reporter, luminescence, overnight; stronger effect = higher value; 86,000 tested, 0.16% active;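 active means activation factor of at least 2 for MT1-MMP transcription at 10 µM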
F-actin modifier: alters cytoskeleton assembly in HUVEC cells; inhibition, % at 2 µM; HUVEC TNFa F-actin phalloidin imaging, high content; 91,000 tested, 0.18% active;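 active means inhibition above the batch mean plus 3 SD and confirmed as a hit by visual image inspection, cut at about 30% in these data, passing the limit was not always enough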; further: strong numbers were not always called active
HUVEC tox TNFa: HUVEC cytotoxicity counter-screen, TNF alpha stimulated. cell count reduction, % at 2 µM. HUVEC TNFalpha-stimulated, Hoechst cell count, imaging. AID 848. 93,000 tested, 0.17% active;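 active means cell count reduction exceeding the screen mean by over 5 SD, scaled to untreated wells per plate, cut at about 78% in these data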;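 further: cells counted after 24 h of TNF alpha exposure following the 1 h pretreatment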
LYP inh 2: blocks human PTPN22 phosphatase activity; 96,000 tested, 0.21% active; AID 640; Q9Y2R2; inhibition, % at 2 µM; recombinant LYP catalytic domain, DiFMUP fluorescence;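 active means inhibition at 2 µM at or above a set limit, the screen mean plus 3 SD, cut at about 24% in these data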;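 further: 0% = DMSO with enzyme and 100% = enzyme fully blocked by orthovanadate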
Target sequence (Q9Y2R2 whole entry, looked up, the tested form may be a part): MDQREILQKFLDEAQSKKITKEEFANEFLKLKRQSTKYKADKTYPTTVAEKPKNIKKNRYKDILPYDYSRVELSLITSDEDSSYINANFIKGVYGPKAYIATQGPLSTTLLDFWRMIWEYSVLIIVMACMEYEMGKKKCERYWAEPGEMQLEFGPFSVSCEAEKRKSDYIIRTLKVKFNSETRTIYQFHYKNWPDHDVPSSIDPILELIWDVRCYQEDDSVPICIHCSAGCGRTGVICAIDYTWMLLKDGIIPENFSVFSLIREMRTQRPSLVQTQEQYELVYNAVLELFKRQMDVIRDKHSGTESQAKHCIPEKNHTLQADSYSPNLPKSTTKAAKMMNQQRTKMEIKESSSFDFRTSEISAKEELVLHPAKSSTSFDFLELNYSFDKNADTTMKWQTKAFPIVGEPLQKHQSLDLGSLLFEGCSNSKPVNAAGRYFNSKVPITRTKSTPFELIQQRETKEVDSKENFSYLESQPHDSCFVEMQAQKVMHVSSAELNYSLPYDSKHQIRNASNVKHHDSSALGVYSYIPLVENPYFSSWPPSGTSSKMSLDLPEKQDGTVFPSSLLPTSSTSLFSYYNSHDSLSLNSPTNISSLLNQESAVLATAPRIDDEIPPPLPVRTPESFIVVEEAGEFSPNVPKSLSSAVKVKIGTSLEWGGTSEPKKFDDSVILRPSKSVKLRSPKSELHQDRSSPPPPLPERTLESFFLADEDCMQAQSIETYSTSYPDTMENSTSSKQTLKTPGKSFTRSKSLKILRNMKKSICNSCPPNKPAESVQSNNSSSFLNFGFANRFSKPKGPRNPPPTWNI
DAT uptake mod: human DAT dopamine uptake with cocaine, either direction; Q01959; 110,000 tested, 1.3% active; B-score at 10 µM; AID 449768; LLC-PK1 hDAT cells, [14C]-dopamine uptake with cocaine IC80; actives deviate in either direction;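 active means Z score or B-score, a plate-position-corrected score, falls beyond the plate's 99.7% confidence bounds, in either direction; inactive means both scores lie inside the 99.7% bounds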;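 further: scored against the spread of the other compound wells on the same plate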
IL1B cytotox: HUVEC cytotoxicity counter-screen, IL-1B stimulated; HUVEC cell count loss, Hoechst imaging; cell count reduction, % at 2 µM; 94,000 tested, 0.41% active;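 active means cell count reduction more than 3 SD above the screen-wide mean, cut at about 70% in these data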;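 further: normalized per plate to untreated control cells as the no-loss baseline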
Calb biofilm kill: kills Candida albicans biofilms | C. albicans biofilm + clotrimazole, Alamar Blue | inhibition, % at 6 µM | 85,000 tested, 0.14% active;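 active means inhibition above 20%; inactive means inhibition below 20%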;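 further: preformed 24 hr biofilms exposed to compound for 48 hr; 0% = biofilm without compound and 100% = blank killed by clotrimazole plus chlorhexidine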
Smad3 FoxH1 inh: Smad3 (human) transcription factor binding inhibition. AID 630. TR-FRET Smad3/Dy647-FoxH1 peptide binding, europium anti-His. 88,000 tested, 0.29% active. inhibition, % at 25 µM;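 active means compounds that reduce the energy-transfer binding signal between the protein and its labelled peptide by more than half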;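 further: 0% = Smad3 plus labelled peptide maximal FRET and 100% = peptide-only background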
* hit, by the source's call; nt = no result given; [ ] = remark or other dose. An excerpt; the hit share may differ from the screen's.

SMILES	VCAM1 TNFa inh	MT1-MMP txn act	F-actin modifier	HUVEC tox TNFa	LYP inh 2	DAT uptake mod	IL1B cytotox	Calb biofilm kill	Smad3 FoxH1 inh
CN1CCN(c2ccc(NC(=O)CSc3ccccc3)cc2F)CC1	7	nt	0	-19	-20	-0.085	16	nt	nt
Cn1nnc(NC(=O)CSc2ccc(Cl)cc2)n1	21	1.4	-32	-7	1	-0.74	-4	-4	10
Cc1c(C(=O)NCCc2ccccc2)oc2ccc(S(=O)(=O)N3CCC4(CC3)OCCO4)cc12	3	nt	5	0	6	0.56	8	-6	6
O=C(CSc1nc2ncccc2[nH]1)Nc1ccc2c(c1)OCCO2	19	1.2	-15	21	-4	-0.55	89*	7	2
CC(C)(C)n1ncc2c(=O)n(CC(=O)Nc3ccc4c(c3)OCCO4)cnc21	23	1.2	-24	21	-4	-0.39	-5	9	4[fluorescence artefact?]
O=C(Nc1ccc2nc(-c3cccs3)c(-c3cccs3)nc2c1)N1CCOCC1	14	1.1	-13	0	-11	0.052	7	0	0
CCNc1nc2c(c(=O)n(Cc3ccccc3)c(=O)n2C)n1Cc1ccccc1	-2	1.2	-18	-35	-1	3*	-33	nt	nt
CCn1c(SCC(=O)Nc2ccccc2OC)nc2ccccc2c1=O	25	nt	2	0	3	0.32	-8	3	-15
O=C(Oc1cccc(NC(=O)c2ccco2)c1)c1ccc(Br)c(S(=O)(=O)N2CCCCC2)c1	18	1.2	-4	-8	2	-1.2	-9	5	5
C1=Nc2c(Nc3ccccc3)ncnc2Oc2ccccc21	10	1	16	-15	-2	0.1	7	5	-2
COc1ccc(NC(=O)Nc2ccc(Br)cn2)cc1OC	-8	1	-2	-12	4	1.8	7	7	-4
CN(CCCNC(=O)c1cccn2c(=O)c3ccccc3nc12)Cc1ccccc1	13	nt	-5	8	0	0.11	-54	nt	nt
Nc1ccc(C23CC4CC(CC(CO)(C4)C2)C3)cc1	2	1.3	-2	-6	3	-0.079	-10	7	0
Cc1cc(C)c(-c2cc(C(=O)Nc3c(C)n(C)n(-c4ccccc4)c3=O)[nH]n2)c(O)c1	1	1.1	-3	1	-9	1.2	2	6	-1
Cn1c(CC(=O)Nc2ccccc2)nnc1SCC(=O)c1ccccc1	nt	1.1	nt	nt	7	1.5	88*	9	-4
COc1ccccc1C1/C(=C(/O)c2ccc(OC(C)C)cc2)C(=O)C(=O)N1c1cc(C)on1 (stereo unspecified)	14	1.1	-8	-5	-4	0.75	nt	5	1
Nn1cc(-c2ccccc2)nc1SCC(=O)NC1CCS(=O)(=O)C1 (stereo unspecified)	9	1.2	4	-37	-4	0.045	-11	8	0
CCOC(=O)c1cc(C)n(Cc2cccc(OC)c2OC)c1C	18	0.9	9	-8	1	-0.37	-6	2	-12
CC(=O)NCC(=O)OC(C)C(=O)Nc1ccc(C(C)=O)cc1 (stereo unspecified)	16	1	-6	-11	-12	-0.43	2	nt	nt
Cn1c(=O)c2c(ncn2CCCNC2=CC(C)(C)CC(=O)C2)n(C)c1=O	7	0.9	-3	-7	7	-0.37	-18	6	6
CC1CC(=O)c2cnc(N)nc2C1 (stereo unspecified)	16	0.9	1	3	3	-0.87	4	7	-2
Cc1ccccc1NC(=O)C1CCCN(S(=O)(=O)c2cccc3cccnc23)C1 (stereo unspecified)	1	1.1	0	-18	-6	0.82	-2	18	-2
CCOc1ccccc1N(CC(=O)NC1CCCCC1)C(=O)CNC(=O)c1ccco1	-4	1.1	-12	6	10	0.33	30	nt	-3
Cn1cc(C(=O)NCN2CCCCC2)c2ccccc21	-33	1.2	-2	-64	-1	nt	-5	5	9
COc1cc(-c2nnc(-c3cccs3)o2)cc(OC)c1OC	-1	0.9	45	-24	-1	-0.067	-8	7	-8[fluorescence artefact?]
SMILES	VCAM1 TNFa inh	MT1-MMP txn act	F-actin modifier	HUVEC tox TNFa	LYP inh 2	DAT uptake mod	IL1B cytotox	Calb biofilm kill	Smad3 FoxH1 inh
CC1Cc2ccccc2N1S(=O)(=O)c1cccc(C(=O)NC2CC2)c1 (stereo unspecified)	nt	1	nt	nt	nt	-0.79	nt	3	0
COc1ccc2c(C)cc(SCC#N)nc2c1	-3	1.1	4	-18	2	-0.89	0	6	0
Cc1ccc2nc(SCC(=O)N(CC(C)C)c3c(N)n(CC(C)C)c(=O)[nH]c3=O)[nH]c2c1	15	1	-8	4	9	0.48	-9	8	6
CC(C)(C)NS(=O)(=O)c1ccc(OCC(=O)NCCC2=CCCCC2)cc1	11	1	nt	-15	7	0.49	0	-3	0
CCOC(=O)c1cnc2ccc(Cl)cc2c1N1CCN(C)CC1	4	1.1	8	-31	3	0.22	-5	10	4
CCCn1cc(SCC(=O)NCc2ccc3c(c2)OCO3)c2ccccc21	3	nt	2	-12	-3	-0.54	-16	2	-1
NC(=O)CSc1oc(-c2ccc(F)cc2)nc1S(=O)(=O)c1ccccc1	nt	1.1	nt	nt	nt	-0.95	nt	0	5
Cc1cc(C)c2[nH]c(=O)c(C(c3nnnn3CC3CCCO3)N3CCCC(C)C3)cc2c1 (stereo unspecified)	5	1.2	-48	-24	-6	2	-14	6	5
CCOc1ccc2[nH]c(=O)c(CN(CCO)C(=O)c3ccc(OC)c(OC)c3)cc2c1	15	1.2	nt	-60	2	-0.36	-3	4	8
N#CC(c1ccc(Cl)cc1)(c1ncc(C(F)(F)F)cc1Cl)N1CCOCC1 (stereo unspecified)	7	nt	-20	-22	5	nt	-12	nt	nt
O=C1Nc2ccccc2C12Nc1ccccc1S2 (stereo unspecified)	10	nt	-11	-8	0	-0.087	7	6	1
COc1ccccc1NC(=O)C(Cc1ccc(Cl)cc1)c1nn[nH]n1 (stereo unspecified)	5	1.1	4	4	4	-0.43	-6	2	3
COCCNC(=O)CSc1nc2cc(OC)c(OC)cc2c(=O)n1Cc1ccco1	-3	1	21	-13	-1	0.22	3	4	9
CCCCN(Cc1cc2ccccc2[nH]c1=O)C(=O)c1ccccn1	13	0.9	5	-10	2	-0.49	2	1	0
NC(=O)C1CCN(c2nc(-c3ccccc3)nc3ccccc23)CC1	19	1	2	2	0	2.1	-11	9	-3
N#Cc1c(-c2ccco2)nc(NCC2CCCO2)[nH]c1=O (stereo unspecified)	-4	1	4	-23	-5	-0.044	8	2	-5
CC(=O)c1ccc(OCC(O)CN2CCC(C)CC2)cc1 (stereo unspecified)	16	1.1	5	-30	-13	-0.38	1	2	4
CCOC(=O)c1[nH]c(C)c(/C(O)=C2\C(=O)C(=O)N(CCN(C)C)C2c2ccco2)c1C (stereo unspecified)	nt	1.1	nt	nt	nt	0.55	nt	10	-2
CCCCOC(=O)C1=C(C)Nc2ncnn2C1c1cccc(OC)c1OC (stereo unspecified)	31	0.9	12	11	10	-2.9*	-15	5	-10
Cc1ccc(-n2nnc3c(=O)n(Cc4cc(C)ccc4C)cnc32)cc1	-8	1.1	-7	-9	9	1.6	26	0	-17
O=C(CCn1nnc2ccccc21)N1CCN(c2ccccc2)CC1	nt	1.4	nt	nt	nt	-0.98	nt	2	4
COc1ccc(-c2c(C)n([O-])c(C)c(-c3ccccc3)[n+]2=O)cc1OC	22	1.1	-20	17	-6	-0.17	2	8	-3
CCc1nnc2n1N=C(c1ccc(-c3cc(Cl)ccc3Cl)o1)CS2	17	1	0	-19	1	-0.074	-2	24*	4
Cc1cc(C)n2nc(SCn3nnc4ccccc4c3=O)nc2n1	1	1.1	-8	11	0	0.66	nt	0	0
COC(=O)c1ccccc1NC(=O)c1ccc2c(c1)C(=O)N(Cc1ccco1)C2=O	4	1	2	-16	8	0.24	-28	3	23[fluorescence artefact?]
SMILES	VCAM1 TNFa inh	MT1-MMP txn act	F-actin modifier	HUVEC tox TNFa	LYP inh 2	DAT uptake mod	IL1B cytotox	Calb biofilm kill	Smad3 FoxH1 inh
N=c1c2c3c(sc2ncn1CCN1CCOCC1)CCCCC3	nt	1	-3	nt	-8	2	9	6	-6
COc1ccc(OC)c(C2c3c(oc4ccccc4c3=O)C(=O)N2CCCN(C)C)c1 (stereo unspecified)	-12	1.1	1	-8	0	-0.62	-56	4	-14
COc1ccc(CC(=O)Nc2cccc(-c3nnc(-c4cccc(C)c4)o3)c2)cc1OC	nt	1.2	nt	nt	nt	3.1*	nt	2	5
Nc1nc(SCC(=O)NC2CCCCCC2)[nH]c(=O)c1-c1ccccc1	-8	1	-10	-14	8	-0.51	-36	6	3
CC(C)c1ccccc1N=C1SCCN1C1CCS(=O)(=O)C1 (stereo unspecified)	0	1.1	10	-14	10	-0.75	3	6	-4
CCN(CC)Cc1c(O)c(Cl)cc2c3c(c(=O)oc12)CCCC3	25	1	3	-3	-15	0.1	-3	5	-4
Cc1c(C(=O)NC(=S)Nc2ccc3c4c(cccc24)CC3)cccc1[N+](=O)[O-]	2	nt	-9	-6	0	-0.083	-25	nt	nt
CCn1c(NCc2ccco2)nc2c1c(=O)n(C)c(=O)n2C	-12	1.1	-9	4	-17	1.1	-90	7	10
COC(=O)c1ccc(CN(c2ccccc2OC)S(=O)(=O)c2cccs2)o1	-27	1	-3	5	7	-1.7	-51	-2	6
Cc1nnc(NC(=O)CSc2cn(CCNC(=O)c3ccccc3)c3ccccc23)s1	7	1.1	-3	-20	-10	-0.15	-36	7	1
Cc1cccc2cc(CN(CCCO)C(=O)Nc3ccccc3Cl)c(=O)[nH]c12	9	1.1	7	-5	-1	0.87	-12	7	-8
COc1ccccc1N1CCN(c2cc(=O)n(-c3ccc(Cl)cc3)c(=O)[nH]2)CC1	nt	1.1	nt	nt	nt	-0.31	nt	4	-1
O=C(NCc1ccccc1)c1ccc(=O)[nH]n1	nt	1	nt	nt	nt	-0.58	nt	4	-2
COc1ccc(NC(=O)c2ccccc2C)c(OC)c1	5	1	-13	4	0	0.21	-12	6	11
O=C(Cc1ccc(F)cc1)c1ccc(O)cc1O	1	1.4	nt	7	4	0.019	14	-1	10
CN1CCN(CC(=O)n2c3c(c4ccccc42)CCCC3)CC1	27	1.2	27	-102	3	0.086	12	4	2
O=C(NCc1ccccn1)c1cc2ccccn2n1	14	1.1	-4	-7	1	0.56	-22	4	-4
c1ccc(C2=NNC(=NC3CC3)SC2)cc1	5	nt	14	2	-18	0.39	-5	0	4
CCOC(=O)c1ccc(NC(=O)Nc2cc(C)on2)cc1	12	1.4	-8	-4	9	0.4	-19	0	-6
CCc1nnc(NC(=O)CSc2nnc3ncccn23)s1	-13	1.1	-4	11	6	0.046	-137	-2	4
CC1(C)CC(=O)CC(=Nc2ccc(C(=O)O)cc2)C1	16	1.1	-10	4	-11	-0.38	-3	7	-4
CCCCN(C)C(=O)C1CCN(Cc2ccccn2)CC1	-36	1.1	-6	25	1	-0.036	1	4	-3
O=C(Nc1cccc(NC(=O)c2ccc(-c3ccc(Br)cc3)o2)c1)c1ccccc1	3	1.1	-18	-1	1	-1.2	-9	-3	2[fluorescence artefact?]
CN(C)S(=O)(=O)c1cccc(-c2cn3ccccc3n2)c1	8	1.2	-11	-6	-17	-0.057	-34	8	-2
CCOc1ccc2[nH]c(O)c(NC(C)=O)c2c1	20	1.2	-6	-11	-28	-0.66	-40	-1	5

No new results follow: entries from further up.
SMILES	VCAM1 TNFa inh	MT1-MMP txn act	F-actin modifier	HUVEC tox TNFa	LYP inh 2	DAT uptake mod	IL1B cytotox	Calb biofilm kill	Smad3 FoxH1 inh
N=c1c2c3c(sc2ncn1CCN1CCOCC1)CCCCC3	nt	1	-3	nt	-8	2	9	6	-6
COc1ccc(OC)c(C2c3c(oc4ccccc4c3=O)C(=O)N2CCCN(C)C)c1 (stereo unspecified)	-12	1.1	1	-8	0	-0.62	-56	4	-14
COc1ccc(CC(=O)Nc2cccc(-c3nnc(-c4cccc(C)c4)o3)c2)cc1OC	nt	1.2	nt	nt	nt	3.1*	nt	2	5
Nc1nc(SCC(=O)NC2CCCCCC2)[nH]c(=O)c1-c1ccccc1	-8	1	-10	-14	8	-0.51	-36	6	3
